Screening data deposited in PubChem by several laboratories.
V-ATPase pHluor: yeast V-ATPase proton transport regulation by pHLuorin. AID 504577. response, % at 10 µM. 350,000 tested, 0.37% active. S. cerevisiae, pHLuorin cytosolic pH fluorescence; in the data active = response mostly above about 7.3%, no sharp cut-off; inactive = mostly below about 5.4%; also: actives read high; inactives centre near 0; some compounds called inactive have numbers as strong as hits; reference of the scale not given here
CAL PDZ FP: CAL PDZ (human) peptide binding inhibition; 300,000 tested, 0.92% active; purified CAL PDZ, TMR-peptide fluorescence polarization, 1 h; inhibition, % at 24.9 µM; AID 602252;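 active = mean inhibition of at least 30% with at least half of replicates also reaching 30%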;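 also: 0% = DMSO neutral control and 100% = excess unlabeled competitor peptide PRC23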
cardiac RTF act: cardiac RTF calcium sensitization. P19429+P45379. AID 493008. 340,000 tested, 0.24% active. IANBD-labeled TnC RTF fluorescence at EC20 calcium; 0% EC20 calcium, 100% full calcium. activation, % at 7.2 µM;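 active = activation above the mean over all tested compounds plus 3 SD, cut at about 30% in these data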;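 also: rise in fluorescence read as greater calcium sensitivity of cardiac thin filaments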
HTR5A inv ctr: inverse agonist of human HTR5A in OPRM1-OPRD1 counter-screen | P47898 | HTR5A cell line, luminescence, inverse agonism | inhibition, % at 9.3 µM | 340,000 tested, 0.083% active | AID 504634; in the data active = inhibition mostly above about 23%, no sharp cut-off; inactive = mostly below about 18%;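 also: 0% = cells with DMSO and 100% = no-cell wells with DMSO; some compounds called inactive have numbers as strong as hits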
Cardiac RTF inh: cardiac RTF calcium desensitization. IANBD-labeled cardiac RTF, Ca2+ fluorescence. 340,000 tested, 0.12% active. inhibition, % at 7.15 µM;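 active = inhibition above the mean inhibition of all tested compounds plus 3 SD, cut at about 17% in these data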;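 also: assay run at fixed EC70 calcium of 1.6 mM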
Keap1-Nrf2 PPI: disrupts human Keap1 binding to Nrf2 peptide; inhibition, % at 9.4 µM; Keap1 Kelch-Nrf2 peptide fluorescence polarization, 1536-well; 340,000 tested, 0.15% active; in the data active = inhibition above about 12%;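 also: human Keap1 Kelch domain with fluorescein labeled Nrf2 9mer peptide probe; 0% = neutral control wells and 100% = peptide positive control; higher means more block of Keap1 binding to Nrf2 peptide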
OPRM1-OPRD1 inv: inverse agonists of human mu-delta opioid receptor heterodimerization; cell-based MOR-DOR heterodimer luminescence, inverse agonism; AID 504357; 340,000 tested, 0.21% active; P35372+P41143; inhibition, % at 9.3 µM; in the data active = inhibition above about 22%, passing the limit was not always enough;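 also: 0% = cells with DMSO and 100% = wells without cells with DMSO; values of inactives mirror those of a sister screen read the other way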
Target sequence (P35372 whole entry, looked up): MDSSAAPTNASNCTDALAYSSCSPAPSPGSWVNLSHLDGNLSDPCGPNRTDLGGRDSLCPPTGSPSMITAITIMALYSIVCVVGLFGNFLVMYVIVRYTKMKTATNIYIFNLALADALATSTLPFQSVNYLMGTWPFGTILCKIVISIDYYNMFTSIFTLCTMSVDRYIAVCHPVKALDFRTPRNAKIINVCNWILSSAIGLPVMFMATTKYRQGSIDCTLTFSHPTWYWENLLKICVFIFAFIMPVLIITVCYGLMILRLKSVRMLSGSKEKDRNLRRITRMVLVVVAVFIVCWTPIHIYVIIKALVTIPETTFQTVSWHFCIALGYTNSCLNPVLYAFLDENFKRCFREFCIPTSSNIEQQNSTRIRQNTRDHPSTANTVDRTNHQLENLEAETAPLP
Target sequence (P41143 whole entry, looked up): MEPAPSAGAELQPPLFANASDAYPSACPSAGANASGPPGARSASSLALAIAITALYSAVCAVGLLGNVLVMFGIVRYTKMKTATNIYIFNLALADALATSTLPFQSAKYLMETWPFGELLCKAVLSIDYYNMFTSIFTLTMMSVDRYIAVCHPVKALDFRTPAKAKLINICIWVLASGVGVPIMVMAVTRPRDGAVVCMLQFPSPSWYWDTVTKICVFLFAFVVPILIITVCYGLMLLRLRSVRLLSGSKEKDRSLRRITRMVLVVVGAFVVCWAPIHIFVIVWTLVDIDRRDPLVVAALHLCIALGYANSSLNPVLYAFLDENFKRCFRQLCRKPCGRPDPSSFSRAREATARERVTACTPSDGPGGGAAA
HTR5A ag: HTR5A agonism, opioid heterodimer counter-screen; HTR5A agonist assay, luminescence, cell-based; 340,000 tested, 0.61% active; activation, % at 9.3 µM; in the data active = activation mostly above about 9.5%, no sharp cut-off; inactive = mostly below about 7.6%;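 also: 0% = cells with vehicle only and 100% = reference agonist; strong numbers were not always called active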
MOR-DOR ag: OPRM1-OPRD1 heterodimerization agonism. P35372+P41143. cells, luminescence. activation, % at 9.3 µM. 340,000 tested, 0.3% active. AID 504326; in the data active = activation above about 18%;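 also: 0% = vehicle-treated cells and 100% = reference agonist; values of inactives mirror those of a sister screen read the other way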
LANA DNA inh: KSHV C-LANA DNA binding inhibition | inhibition, % at 9 µM | 340,000 tested, 0.078% active | MBP-C-LANA/FAM-LBS DNA binding, fluorescence polarization | AID 504423;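 active = highest replicate inhibition at or above 60% at 9 µM, even if other replicates fall short; inactive = all replicates below 60% inhibition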;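 also: 0% = neutral control wells and 100% = 4 µM acridine orange control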
* marks the source's active call; other numbers are inactive results; nt = not tested or not shown.

SMILES	V-ATPase pHluor	CAL PDZ FP	cardiac RTF act	HTR5A inv ctr	Cardiac RTF inh	Keap1-Nrf2 PPI	OPRM1-OPRD1 inv	HTR5A ag	MOR-DOR ag	LANA DNA inh
CCN(c1ccccc1)S(=O)(=O)c1ccc(N2CCN(c3ccc(OC)cc3)CC2)nc1	-1	11	-2	14	0	-1	10	-5	-2.6	1.2
Cc1cnc(NC(=O)c2cccc(S(=O)(=O)N3CC(C)OC(C)C3)c2)s1 (configuration not stated)	0	0	-1	-5	3	-2	9	0	-1.7	-0.3
Cc1ccc(S(=O)(=O)N2CCC(C(=O)N3CCC(C(=O)NCc4cccnc4)CC3)CC2)cc1	3	-3	0	9	2	-2	9	1	-1.6	0.1
O=C(NCCCN1CCOCC1)C1CC(=O)N(CCc2ccccc2)C1 (configuration not stated)	0	-2	3	-19	-1	2	10	7	-1.8	2.4
CCOC(=O)c1c(NC(=O)C2CCCCC2)sc2c1CCN(C(C)C)C2	-3	-1	-7	-4	-6	-2	-46	-5	7.8	-3.6
COc1ccc(-c2nc3nc(C)cc(=O)n3[nH]2)cc1	-1	-1	-1	3	0	5	9	3	-1.6	1.2
CCOc1ccc(-c2nc(N)ncc2-c2ccccc2OC)c(O)c1	7	1	3	28	-13	2	15	2	-2.8	0.6
COc1ccccc1Nc1c([N+](=O)[O-])cc(C)cc1[N+](=O)[O-]	-2	5	-7	1	-19	4	-45	1	6.2	-0.5
CC(Sc1nc2ccccc2s1)C(=O)N1CCOCC1 (configuration not stated)	0	0	4	-16	-4	-2	5	1	-0.8	-0.5
O=C(O)c1cc2nc(-c3ccc(F)cc3)cc(C(F)(F)F)n2n1	1	-7	2	17	-2	-1	17	-1	-4.1	-0.5
COc1ccc(CNC(=O)CCC(=O)Nc2nnc(C(F)(F)F)s2)cc1	-3	-3	0	7	1	-2	5	1	-1.5	-0.5
CCCN1CCN(CCCNC(=O)C2CCN(c3nnc(-n4cccc4)s3)CC2)CC1	0	3	-6	-16	2	-3	9	4	-1.6	1.4
CCN(CC)CCNC(=O)c1ccc(NC(=O)Cc2ccc(OC)c(S(=O)(=O)N3CCOCC3)c2)cc1	-1	-1	-3	10	1	-3	20	-2	-5.3	1.1
Cc1c(Br)cc(-c2nnco2)cc1Br	3	0	-7	8	-20	-4	-4	-1	0.7	1.8
C/C(CC1(O)C(=O)N(Cc2ccccc2)c2ccccc21)=N\O (configuration not stated)	-2	8	-1	23	3	4	9	3	-1.7	-1.1
OC(CN1CCN(c2ccccn2)CC1)Cn1c2ccc(Cl)cc2c2cc(Cl)ccc21 (configuration not stated)	4	3	-10	-31	-13	1	-33	5	5.9	0.3
CCN(CC)S(=O)(=O)c1cccc(NC(=O)CCNC(=O)NC23CC4CC(CC(C4)C2)C3)c1	8	-8	-10	20	0	-3	-9	0	1.8	-0.5
COC(=O)c1cc(C#N)c(OC)nc1C	1	-2	0	-1	4	1	6	0	-1.1	-1.3
O=C(Nc1cccc(O)c1)c1ccc(NC(=O)c2cccs2)cc1	-2	-4	-2	18	1	-2	13	5	-2.5	0.6
COC(=O)C1=C(N)Oc2cc(C)[nH]c(=O)c2C1c1cc(OC)c(OC)c(OC)c1 (configuration not stated)	0	-2	-1	7	0	-5	2	-7	-0.5	2.3
Cc1ccc(-n2nc3c(=S)[nH]nc(C)c3c2C)cc1	-2	2	-3	12	-1	4	7	-2	-1.2	13
Cc1cccn2cc(-c3ccc(NC(=O)Cc4ccccc4)cc3)nc12	0	nt	0	-73	-1	-11	-213	17*	39*	1.3
C[C@@H]1CN([C@@H](C)CO)C(=O)c2cc(NC(=O)Nc3ccccc3)ccc2O[C@H]1CN(C)C(=O)Nc1cccc2ccccc12	-1	-5	-5	6	4	-3	11	-1	-1.9	-1.0
NC(=O)CN(N=Nc1cccc([N+](=O)[O-])c1)c1cccc([N+](=O)[O-])c1	1	1	-4	-6	-16	-2	10	2	-2.0	1.0
COc1ccc(Cc2nc3ccc(C(=O)N4CCC[C@H]4CO)cc3o2)cc1	4	nt	-1	10	-4	2	18	-4	-3.4	-0.6
Continuation:
SMILES	V-ATPase pHluor	CAL PDZ FP	cardiac RTF act	HTR5A inv ctr	Cardiac RTF inh	Keap1-Nrf2 PPI	OPRM1-OPRD1 inv	HTR5A ag	MOR-DOR ag	LANA DNA inh
COc1ccc(Cn2nnnc2C(c2cc3ccc(OC)cc3[nH]c2=O)N2CCCCCC2)cc1 (configuration not stated)	-8	nt	11	-3	-13	-7	-15	1	2.7	1.0
O=C(O)C[C@H]1c2ccccc2S(=O)(=O)N1C1CCCC1	-1	-5	0	-5	-14	7	3	1	-0.5	-2.4
CNc1cnn(-c2ccccc2)c(=O)c1Cl	-3	nt	4	-20	-3	-1	9	6	-1.7	-1.1
Cc1ccc(N2CCN(/N=C/c3c(C)nn(-c4ccccc4)c3Cl)CC2)cc1	-2	1	-2	-4	4	-5	-8	-2	1.1	-2.2
FC(F)(F)c1cccc(N/N=C/c2ccccc2)c1	-1	-1	-5	22	-5	2	-25	5	5.7	-0.5
CC[C@]12c3[nH]c4ccc(Cl)cc4c3CCN1C(=O)[C@@H](CC(=O)NCc1cccc(C(F)(F)F)c1)C[C@@H]2C(=O)N1CCN(C(=O)c2ccco2)CC1	1	-1	-2	-8	-6	0	-2	2	0.4	2.2
CC(O)CCc1ccc(O)cc1 (configuration not stated)	0	3	2	17	-2	-1	-6	-6	0.8	-0.8
O=C(SCC(O)C(O)CS)c1cccs1 (configuration not stated)	-1	0	6	-8	-3	-8	12	3	-2.2	0.4
CCN(CC)C(=O)CSc1nnc(CNc2ccc(F)cc2)o1	3	-3	-4	-9	-4	-3	4	6	-0.6	-0.6
C=CCN(C(=O)c1csnn1)C(C(=O)NC1CCCC1)c1ccc(Cl)cc1 (configuration not stated)	0	-5	-2	-13	2	-3	12	0	-1.6	-1.2
O=C(NCCCN1CCOCC1)c1ccc(CS(=O)(=O)Cc2ccccc2Cl)o1	-3	-1	-1	4	-11	5	5	-2	-1.0	0.9
Cn1c(C2=C(O)CN(c3ccccc3)C2=N)nc2ccccc21	2	-4	-1	24	5	-2	3	-1	-0.6	1.7
O=C(Nc1ccccc1F)c1ccc(Cn2cc(Cl)cn2)cc1	2	-1	-3	5	7	-2	15	-2	-3.0	-0.6
Cc1sc2ncnc(SCC(=O)N3c4ccccc4Sc4ccc(Cl)cc43)c2c1C	3	-1	-1	1	2	3	6	-1	-1.1	0.8
COc1ccc(Cl)cc1NS(=O)(=O)c1cccc(C(=O)NC2CC2)c1	-3	-2	3	1	0	-2	1	0	-0.2	-1.7
COc1cc(NC(=O)C2CCCN(S(=O)(=O)c3cccc4nsnc34)C2)cc(OC)c1 (configuration not stated)	5	58*	3	10	-8	3	-1	-1	0.2	0.4
CCC(=O)n1nc(-c2ccco2)nc1SCc1ccccc1	4	-1	-2	-14	-8	1	9	4	-1.7	-1.8
O=C(CSc1nnc(-c2ccc(Cl)s2)o1)N1CCCc2ccccc21	0	nt	4	9	-6	-1	0	3	0.0	-2.0
CC(C)c1nnc(NC(=O)CSc2ccccc2)s1	1	nt	-2	-6	-6	-5	0	-4	-0.1	0.0
O=C(CCCOc1ccc(Cl)cc1Cl)N/N=C/c1ccccc1	0	-5	-1	3	-5	-4	-33	-1	6.2	-0.4
COc1ccc(/C=C(\NC(=O)c2ccccc2)C(=O)N2CCCCC2)cc1OC	0	-1	-6	-12	-8	0	-4	3	0.7	-3.6
CN(C)c1cccc(C(=O)OCC(=O)N2CCc3ccccc3C2)c1	0	-4	0	18	-13	1	2	-6	-0.3	-1.1
O=c1cnn([C@@H]2O[C@H](CO)[C@@H](O)[C@H]2O)c(=O)[nH]1	-1	-5	2	2	10	-2	4	2	-0.7	0.1
CCOC(=O)C1CCN(CC(=O)N(CC(C)C)c2c(N)n(CC(C)C)c(=O)[nH]c2=O)CC1	0	1	7	15	-9	-1	-6	1	1.0	0.9
COC(CNC(=O)c1coc2nc3ccccc3nc12)OC	-1	3	2	-3	-7	-4	5	-2	-1.0	1.0

Ordered by number of heavy atoms (smallest number first): some entries from above.
SMILES	V-ATPase pHluor	CAL PDZ FP	cardiac RTF act	HTR5A inv ctr	Cardiac RTF inh	Keap1-Nrf2 PPI	OPRM1-OPRD1 inv	HTR5A ag	MOR-DOR ag	LANA DNA inh
CC(O)CCc1ccc(O)cc1 (configuration not stated)	0	3	2	17	-2	-1	-6	-6	0.8	-0.8
O=c1cnn([C@@H]2O[C@H](CO)[C@@H](O)[C@H]2O)c(=O)[nH]1	-1	-5	2	2	10	-2	4	2	-0.7	0.1
CCC(=O)n1nc(-c2ccco2)nc1SCc1ccccc1	4	-1	-2	-14	-8	1	9	4	-1.7	-1.8
COc1ccc(/C=C(\NC(=O)c2ccccc2)C(=O)N2CCCCC2)cc1OC	0	-1	-6	-12	-8	0	-4	3	0.7	-3.6
COc1ccc(Cn2nnnc2C(c2cc3ccc(OC)cc3[nH]c2=O)N2CCCCCC2)cc1 (configuration not stated)	-8	nt	11	-3	-13	-7	-15	1	2.7	1.0

Later entries:
SMILES	V-ATPase pHluor	CAL PDZ FP	cardiac RTF act	HTR5A inv ctr	Cardiac RTF inh	Keap1-Nrf2 PPI	OPRM1-OPRD1 inv	HTR5A ag	MOR-DOR ag	LANA DNA inh
COc1cc(NC(=O)C23CC4CC(C2)CC(n2cnc([N+](=O)[O-])n2)(C4)C3)cc(OC)c1	-1	10	2	19	-11	-3	3	2	-0.6	2.1
COc1ccc(C(=O)NC2CC3CCCC(C2)N3CC(C)C)cc1OC (configuration not stated)	5	-3	1	17	-1	-5	16	5	-2.7	-0.9
COc1cccc(Nc2ncccc2C(=O)NCc2ccccc2)c1	-3	0	14	7	-68	-6	-14	-2	2.4	2.8
OC(COCc1ccccc1)CN1CCCCC1 (configuration not stated)	-3	-6	-1	-19	-1	-5	13	5	-2.4	0.3
Clc1cc(Cl)c(OCCCCn2cncn2)c(Cl)c1	0	2	-4	12	0	-2	6	-4	-1.3	10
C/C(=N\NC(=O)c1cccc(S(=O)(=O)N2CCOCC2)c1)c1ccc(C)cc1	-1	20	3	8	-5	3	10	-3	-2.5	-0.6
COc1cccc(CNC(=O)c2nnn(CC(=O)Nc3cc(C)ccc3C)c2N)c1	-3	nt	2	-14	-4	-4	12	1	-2.3	-0.7
Cn1nnnc1SCc1ccccc1[N+](=O)[O-]	4	1	0	-12	-10	-6	-5	4	0.9	-1.1
CCOC(=O)c1cn2nc(Oc3ccc(C#N)cc3)ccc2n1	4	-2	0	9	-8	-5	5	-1	-1.0	0.0
COc1ccc(NC(=O)N2CCc3ccccc3C2)cc1	-1	-3	3	8	-2	-1	7	-2	-1.3	-0.8
COc1ccc(NC(=O)c2ccccc2NC(=O)CSc2ccccc2)cc1	1	-2	6	-53	-20	-8	-1	0	0.2	-1.6
CCCCNc1nc(=S)[nH]c2cc(OC)c(OC)cc12	2	1	3	-1	6	-7	-3	1	0.6	-1.1
O=C(c1ccc(COc2ccc(F)cc2)o1)n1cccn1	1	-3	0	6	6	-1	12	-2	-2.2	-0.4
O=[N+]([O-])c1ccc(NCCCN2CCOCC2)c(Cl)c1	6	nt	0	10	-1	0	10	-7	-1.7	2.5
NS(=O)(=O)c1ccc(Nc2nc(-c3ccc(O)cc3)cs2)cc1	-1	-3	-8	-7	-5	-3	-6	2	1.0	-1.4
Cc1ccc(-c2csc3ncnc(OCC(=O)NC(=O)NCc4ccco4)c23)cc1	3	-3	11	16	-15	-5	-12	0	2.1	0.2
CC(=O)c1ccccc1NC(=O)C1CCCN(C(=O)c2ccc(Cl)cc2)C1 (configuration not stated)	1	nt	2	3	-1	-4	0	2	-0.1	-0.1
